High-throughput results: PubChem BioAssay, several laboratories
RGS4 block – human RGS4 inhibition | HEK293 M3R/RGS4 inducible, Fluo-4 calcium flux; stronger effect = higher value; triggered by carbachol at its EC20 | 310,000 tested, 0.45% active | B-score at 10 µM | P49798;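 active means B-score, a plate-corrected calcium signal, over three deviations above library mean, with baseline fluorescence within five deviations of library mean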;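 further: RGS4 expression induced by doxycycline in cells with stable M3 receptor; B-score is computed from the integrated fluorescence ratio over baseline after carbachol; higher B-score means a larger calcium signal and so more RGS4 inhibition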
Target sequence (P49798 whole entry, looked up): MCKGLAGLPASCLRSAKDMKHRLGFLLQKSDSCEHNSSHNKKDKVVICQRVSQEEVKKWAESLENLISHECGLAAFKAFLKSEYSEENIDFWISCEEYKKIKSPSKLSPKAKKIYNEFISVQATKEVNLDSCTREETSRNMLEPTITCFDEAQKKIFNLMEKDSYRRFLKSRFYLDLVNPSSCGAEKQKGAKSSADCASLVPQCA
hERG protect – shields human hERG channel from block by proarrhythmic agents. AID 1511. CHO-hERG, FluxOR thallium flux, dofetilide IC70 present. activation (rescue from dofetilide block), less the hit threshold, % at 10 µM. 310,000 tested, 0.51% active;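 active means activation above the mean of controls blocked by dofetilide plus 5 SD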;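 further: thallium influx through hERG after potassium depolarization seen as dye fluorescence rise; in these data hits start at about 4.7%; inactives centre near -7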
KCNK9 block – human KCNK9 channel inhibition | 310,000 tested, 1.2% active | Q9NPC2 | B-score at 10 µM | HEK293 KCNK9, FluxOR thallium flux fluorescence; stronger effect = lower value;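 active means ratio B-score over 3 SD below the library mean, with starting fluorescence within 5 SD of its mean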;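 further: negative B-score means less thallium flux so channel inhibition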
ANO1 activ – mouse TMEM16A channel activation, primary screen. B-score at 10 µM. HEK293 TMEM16A/YFP-H148Q/I152L, iodide quench fluorescence; stronger effect = lower value. 340,000 tested, 0.3% active;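 active means fluorescence-ratio B-score plate-corrected deviation score at least 3 library SD below zero, with starting fluorescence score within 5 deviations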;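 further: channel opened by trigger with iodide after compound preincubation; score built on the fluorescence ratio of max minus min over baseline; more negative score means more quench and so TMEM16A activation or potentiation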
TMEM16A inh – inhibitors of mouse TMEM16A calcium-activated chloride channel | Q8BHY3 | HEK293 TMEM16A/YFP iodide influx fluorescence, ionomycin | normalized B-score (activity score, 25-100; higher = stronger inhibition) at 10 µM | 310,000 tested, 1.2% active | AID 588511;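 active means ratio plate-corrected score three or more library SD toward inhibition, starting fluorescence score within five deviations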;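 further: score derived from kinetic fluorescence span divided by baseline fluorescence per well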
KCNK3 block – human KCNK3 channel inhibition, primary screen | O14649 | CHO-KCNK3 thallium flux, FluxOR fluorescence; stronger effect = lower value | B-score at 10 µM | 340,000 tested, 0.84% active | AID 602410;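 active means B-score under library mean minus 4 SD, starting fluorescence ratio at most library mean plus 5 SD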;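 further: more negative B-score means stronger inhibition of thallium flux through KCNK3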
Target sequence (O14649 whole entry, looked up): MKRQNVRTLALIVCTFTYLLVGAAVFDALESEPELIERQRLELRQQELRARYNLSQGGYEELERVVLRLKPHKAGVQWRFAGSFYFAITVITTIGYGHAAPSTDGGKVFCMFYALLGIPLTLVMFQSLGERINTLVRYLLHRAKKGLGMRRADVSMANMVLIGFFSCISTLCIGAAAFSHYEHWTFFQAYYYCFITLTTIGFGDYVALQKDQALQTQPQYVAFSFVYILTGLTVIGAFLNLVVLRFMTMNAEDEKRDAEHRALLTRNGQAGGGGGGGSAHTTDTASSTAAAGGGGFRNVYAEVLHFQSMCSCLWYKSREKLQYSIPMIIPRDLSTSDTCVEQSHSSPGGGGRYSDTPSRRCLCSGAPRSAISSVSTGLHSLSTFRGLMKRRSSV
SKKanGAS inh – blocks kanamycin growth of S. pyogenes SKKanGAS strain | BacTiter-Glo, 6 h | inhibition, % at 7.5 µM | 300,000 tested, 1.3% active;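 active means mean replicate score, as percent of positive control median, at least 50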;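 further: strain carries kanamycin resistance gene driven by streptokinase promoter and grows in 40 µg/ml kanamycin; loss of luminescence reflects streptokinase promoter inhibition or plain growth inhibition; 0% = median of DMSO wells and 100% = positive control at its reference dose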
HDAC3 inh – human HDAC3 inhibition | 320,000 tested, 0.15% active | O15379 | AID 2718 | inhibition, % at 8.3 µM | recombinant HDAC3, fluorogenic peptide/trypsin coupled, fluorescence; in the data active means inhibition above about 26%, passing the limit was not always enough
Target sequence (O15379 whole entry, looked up): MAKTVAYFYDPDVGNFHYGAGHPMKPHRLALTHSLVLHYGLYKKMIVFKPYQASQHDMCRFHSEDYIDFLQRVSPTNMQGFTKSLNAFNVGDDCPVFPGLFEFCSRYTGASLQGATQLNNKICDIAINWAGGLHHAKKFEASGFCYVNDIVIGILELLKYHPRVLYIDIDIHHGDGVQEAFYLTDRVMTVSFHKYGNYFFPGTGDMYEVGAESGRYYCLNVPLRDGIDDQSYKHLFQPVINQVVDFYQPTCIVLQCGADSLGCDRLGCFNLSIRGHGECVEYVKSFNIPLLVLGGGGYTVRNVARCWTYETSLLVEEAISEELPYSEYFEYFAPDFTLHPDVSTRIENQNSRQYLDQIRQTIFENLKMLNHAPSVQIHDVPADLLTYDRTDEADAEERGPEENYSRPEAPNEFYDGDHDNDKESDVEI
KCNQ1 inh – human KCNQ1 channel inhibition; AID 2642; P51787; CHO-K1 KCNQ1, FluxOR thallium flux fluorescence; stronger effect = higher value; B-score at 10 µM; 310,000 tested, 1.3% active;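 active means compounds whose thallium flux B-score, printed positive for inhibition, exceeds three library SD while starting fluorescence stays within three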;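 further: channel opened by potassium depolarization with thallium stimulus after 20 min compound exposure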
RGS4 pot – RGS4 potentiation or activation; HEK293 M3R/inducible RGS4, carbachol calcium flux Fluo4; stronger effect = lower value; B-score at 10 µM; 310,000 tested, 0.92% active; AID 463111;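 active means B-score of the integrated calcium signal more than 4 SD below the library mean, with starting fluorescence not abnormally high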;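 further: negative B-score means reduced calcium response which marks RGS4 activation or potentiation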
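Test system: HEK293 cells with stable M3R and inducible RGS4; also added: carbachol at ECmax as muscarinic agonist stimulus; schedule: dye loading 30 min 37 °C, buffer rest 30 min RT; technique: kinetic calcium fluorescence imaging with Fluo4-AM dye, 2 µM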
KCNQ1 act – potentiators or activators of human KCNQ1 potassium channel; P51787; CHO-K1 KCNQ1, thallium flux FluxOR fluorescence; stronger effect = higher value; B-score at 10 µM; 310,000 tested, 0.35% active; AID 2648;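 active means fluorescence ratio B-score, a plate-corrected score, at least three library SD, with initial intensity B-score within 5 SD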
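System: Stable KCNQ1 CHO-K1 line | Incubation: 90 min dye loading and 20 min compound exposure, both at room temperature | Measure: Ratio B score | Medium: Assay buffer for compound exposure, DMSO matched across wells | Compound dosing: Single-concentration screen | Probe or stimulus: K+/Tl+ depolarizing stimulus | Measured by: Kinetic FluxOR fluorescence, 10 s baseline plus 110 s post-stimulus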
* marks the source's active call; other numbers are inactive results; i = inactive; x = no result given.

SMILES	RGS4 block	hERG protect	KCNK9 block	ANO1 activ	TMEM16A inh	KCNK3 block	SKKanGAS inh	HDAC3 inh	KCNQ1 inh	RGS4 pot	KCNQ1 act
Cc1ccc2sc(N(CCCN(C)C)C(=O)c3ccc(S(=O)(=O)N(C)C4CCCCC4)cc3)nc2c1C	i	-24	i	i	i	i	7	10	i	i	i
CN(C)CCN(C(=O)c1ccc(S(=O)(=O)N(C)c2ccccc2)cc1)c1nc2ccc(Cl)cc2s1	i	-17	i	i	i	i	5	7	i	i	i
CCOC(=O)N1CCN(C(=O)c2ccc(NS(C)(=O)=O)cc2)CC1	i	5	i	i	i	i	5	-8	i	i	i
COc1cccc(CN2CCC(n3nccc3NC(=O)CCCc3ccccc3)CC2)c1	i	-4	i	i	i	i	-6	-6	i	i	i
COC(=O)C1C(=O)C2=C(CC1C)NC(C)=C(C(=O)OCc1ccc(OC)cc1)C2c1ccc(C)o1 (stereo not given)	i	-12	i	i	i	i	-16	3	i	i	i
C[C@H](NC(=O)c1ccccc1)C(=O)N1CCN(c2ccccc2)CC1	i	-11	i	i	i	i	-4	-3	i	i	i
CN1CCN(S(=O)(=O)c2ccc(N3CCN(c4ccc(O)cc4)CC3)c([N+](=O)[O-])c2)CC1	i	-10	i	i	i	i	-3	2	i	i	i
Oc1ccc(Nc2nnc(-c3ccc(O)cc3)c3ccccc23)cc1	i	-9	i	i	i	i	7	2	i	i	i
COc1ccnc(Oc2ccc(F)cc2)c1C(=O)N/C=N/OCc1ccc(F)cc1	i	-7	i	i	i	i	-2	-8	i	i	i
Cc1cc(C)nc(NC(=O)/C=C/c2ccccc2Cl)n1	i	-5	i	i	i	i	-7	-1	i	i	i
COc1ccc(N2CCN(C(=O)CN(CCc3ccccc3)S(C)(=O)=O)CC2)cc1	i	-10	i	i	i	i	0	-4	i	i	i
C[C@H](N)c1nnc(SCc2c(Cl)cccc2Cl)o1	i	-19	i	i	i	i	-3	-7	i	i	i
COc1cccc(CNC(=O)CCC2CCCN(C(=O)c3cscn3)C2)c1 (stereo not given)	i	0	i	i	i	i	12	-3	i	i	i
CC(=O)c1cccc(NC(=O)c2cc(=O)[nH]c3ccccc23)c1	i	-13	i	i	i	i	3	2	i	i	i
O=C(O)CCCn1cc(NC(=O)c2ccco2)cn1	i	-5	i	i	i	i	0	-9	i	i	i
O=C(CSc1nnc(-c2ccccc2Br)o1)N1CCc2ccccc2C1	i	-7	i	i	i	i	5	3	i	i	i
COc1ccccc1-n1c(-c2ccc(Cl)cc2)c[nH]c1=S	i	-10	i	i	i	i	0	7	i	i	i
Cc1ccc(NC(=O)Cn2cccc2)c(Br)c1	i	-8	i	i	i	i	3	-1	i	i	i
Cc1nnc(NC(=O)C2CSC3(C)CCC(=O)N23)s1 (stereo not given)	i	-20	i	i	i	i	-2	-5	i	i	i
O=C(O)c1nn(CCOc2ccc(Cl)cc2Cl)c(=O)c2ccccc12	i	-7	i	i	i	i	-12	0	i	i	i
O=C(c1ccco1)N(Cc1cccc(Cl)c1)C1CCS(=O)(=O)C1 (stereo not given)	i	-5	i	i	i	i	3	0	i	i	i
CCOC(=O)c1nn(-c2cc(C(=O)OC)cc(C(=O)OC)c2)cc1O	i	-1	i	i	i	i	2	-9	i	i	i
CCOC(=O)Cn1nc(C)cc1NC(=O)c1ccncc1	i	-10	i	i	i	i	4	3	i	i	i
Cc1cc(C)c(S(=O)(=O)Nc2cccc(S(=O)(=O)NC3=NCCC3)c2)c(C)c1	4.8*	-10	i	i	i	i	0	2	i	i	i
N/C(=N\c1nc(CSc2nnnn2-c2ccccc2)cc(=O)[nH]1)Nc1ccccc1	i	-8	i	x	i	x	-7	0	i	i	i
N#CCCN(C(=O)CCl)c1cccc(Cl)c1	i	-13	i	i	i	i	-8	-5	i	i	i
Cc1c(C)c2ccc(OCC(=O)N(C)C)c(C)c2oc1=O	i	-11	i	i	i	i	-3	-69	i	i	i
O=c1cc(C(F)(F)F)nc(-n2[nH]c3c(c2=O)CCCC3)[nH]1	i	-4	i	i	i	i	33	1	i	i	i
CCN(CC(=O)NCc1ccc(F)cc1)C(=O)/C=C/c1cc(OC)ccc1OC	i	-8	i	i	x	i	-4	x	i	i	i
CCOC(=O)c1[nH]c(C)c(CC(C)C)c1C	i	-9	i	i	i	i	3	1	i	i	i
CCOC(=O)C1CCN(c2c(NC3CCCCCCC3)c(=O)c2=O)CC1	i	-9	i	i	i	i	-5	-6	i	i	i
COc1ccc(Cl)cc1NC(=O)NCC1CCN(Cc2ccccc2F)CC1	i	-8	i	i	i	i	-3	5	i	i	i
c1csc(-c2nc3c4ccccc4c4ccccc4c3[nH]2)c1	i	-6	i	i	i	-10*	41	-14	i	i	i
COCCCn1c(SCc2ccccc2)nc2cc(OC)c(OC)cc2c1=N	i	-22	i	i	i	i	8	-5	i	i	i
CCCn1c(SCC(=O)NC2CCCC2)nnc1-c1ccccn1	i	-10	i	i	i	i	-7	2	i	i	i
O=S(=O)(Nc1ccccc1Cl)c1cc(NC(=S)NCCN2CCOCC2)ccc1Cl	i	-7	i	i	i	i	2	-1	i	i	i
COc1ccc(OCc2nnc3n2N=C(c2ccc(OC)cc2)CS3)cc1	i	-11	i	i	i	i	-3	5	i	i	i
COc1ccccc1CNC(=O)CCn1c(=O)oc2ccccc21	i	-12	i	i	i	i	0	1	i	i	i
C=CCn1c(-c2cccc(OC)c2OC)n[nH]c1=S	i	-5	i	i	i	i	-5	1	i	i	i
COc1ccc(OC)c2c1cc(C(=O)N[C@H](C(=O)N1CCC(C(=O)O)CC1)C(C)C)n2C	i	-7	i	i	i	i	0	-6	i	i	i

Three entries from above in a different format.
Sequence of screens: RGS4 block	hERG protect	KCNK9 block	ANO1 activ	TMEM16A inh	KCNK3 block	SKKanGAS inh	HDAC3 inh	KCNQ1 inh	RGS4 pot	KCNQ1 act
> O=C(O)CCCn1cc(NC(=O)c2ccco2)cn1
 : i	-5	i	i	i	i	0	-9	i	i	i
> O=C(CSc1nnc(-c2ccccc2Br)o1)N1CCc2ccccc2C1
 : i	-7	i	i	i	i	5	3	i	i	i
> COc1ccccc1-n1c(-c2ccc(Cl)cc2)c[nH]c1=S
 : i	-10	i	i	i	i	0	7	i	i	i

New compounds follow
SMILES	RGS4 block	hERG protect	KCNK9 block	ANO1 activ	TMEM16A inh	KCNK3 block	SKKanGAS inh	HDAC3 inh	KCNQ1 inh	RGS4 pot	KCNQ1 act
COc1ccc(-c2csc(NC(=O)c3ccccc3C(=O)O)n2)cc1	i	-10	i	i	i	i	-3	5	i	i	i
COc1cc2ccccc2cc1C(=O)N(CCN(C)C)c1nc2c(OC)ccc(OC)c2s1	i	-15	i	i	i	i	19	8	i	i	i
Cc1ccc(F)cc1NC(=O)c1cnccn1	i	-1	i	i	i	i	0	-2	i	i	i
COc1ccc(NC(=O)c2cc(-c3ccccc3Cl)no2)cc1	i	-4	i	i	i	i	0	6	i	i	i
CC1(C)Cc2nc3oc4c(=O)n(CC(=O)Nc5cccc(Cl)c5)cnc4c3cc2CO1	i	-13	i	i	i	i	2	1	i	i	i
CCOC(=O)c1cnc(SCCc2ccccc2)nc1N	i	-9	i	i	i	i	2	1	i	i	i
COCCCN1C(=O)c2[nH]nc(-c3ccccc3O)c2C1c1ccc(Cl)cc1 (stereo not given)	i	-2	i	i	i	i	5	13	i	i	i
COc1cc(NC(=S)N2CCN(C(=O)C3CCCO3)CC2)c(OC)cc1Cl (stereo not given)	i	-1	i	i	i	i	-10	2	i	i	i
O=C(Cn1nc(C(F)F)cc1C(F)F)NNC(=S)Nc1ccc([N+](=O)[O-])cc1	i	-12	i	i	i	i	0	2	i	i	i
CCOCCCNC(=O)C(c1ccc(Cl)cc1)N1CCN(c2ccccc2)CC1 (stereo not given)	i	-8	i	i	i	i	4	0	i	i	i

Marked active in RGS4 block, of those listed so far:
| Compound | RGS4 block | KCNK9 block | ANO1 activ | KCNK3 block | HDAC3 inh | KCNQ1 inh | KCNQ1 act |
| --- | --- | --- | --- | --- | --- | --- | --- |
| Cc1cc(C)c(S(=O)(=O)Nc2cccc(S(=O)(=O)NC3=NCCC3)c2)c(C)c1 | 4.8* | i | i | i | 2 | i | i |

Next part
SMILES	RGS4 block	hERG protect	KCNK9 block	ANO1 activ	TMEM16A inh	KCNK3 block	SKKanGAS inh	HDAC3 inh	KCNQ1 inh	RGS4 pot	KCNQ1 act
Cc1ccc(S(=O)(=O)N2CCC(C(=O)C3C(=O)CC(C)(C)CC3=O)CC2)cc1	i	-5	i	i	i	i	-1	0	i	i	i
CCCn1c(SC(C(=O)Nc2cccc(OC)c2)c2ccccc2)nc2ccccc2c1=O (stereo not given)	i	-8	i	i	i	i	2	-2	i	i	i
CCC(=O)c1ccc(NC(C)=O)cc1O	i	-13	i	i	i	i	-1	-1	i	i	i
O=C(NCc1ccncc1)C1CCCN1S(=O)(=O)c1ccc(Cl)cc1 (stereo not given)	i	-7	i	i	i	i	9	-3	i	i	i
C#CCSc1nnnn1-c1ccc(OCC)cc1	i	-7	i	i	i	i	0	2	i	i	i
O=C(CSc1nc2ccccc2[nH]1)Nc1cccc(S(=O)(=O)N2CCOCC2)c1	i	-11	i	i	i	i	-4	-3	i	i	i
CSc1nnc(NC(=O)c2ccc(S(=O)(=O)N(C)C)cc2)s1	i	-10	i	i	i	i	-6	-4	i	i	i
N=c1c(C(=O)NCC2CCCO2)cc2c(=O)n3ccccc3nc2n1Cc1ccco1 (stereo not given)	i	-12	i	i	i	i	-4	-5	i	i	i
COC(=O)c1ccc(COC(=O)CNC(=O)c2cccs2)cc1	i	-6	i	i	i	i	-6	5	i	i	i
C/C(=N\Nc1nccnc1Cl)c1ccc(O)cc1	i	-8	i	i	i	i	x	3	i	i	i
COc1cc(OC)cc(N(C(=O)CNC(=O)c2cccs2)C(C(=O)NCC2CCCO2)c2ccc(OC)c(OC)c2)c1 (stereo not given)	i	-2	i	i	i	i	1	-2	i	i	i
CCOC(=O)c1c(NC(=O)CSc2cn(CC)c3ccccc23)sc2c1CCC2	i	-4	i	i	i	i	0	2	i	i	i
O=C(NCc1cccnc1)c1ccccc1CCc1ccccc1	i	-5	i	i	i	i	3	-1	i	i	i
O=C(CNCc1ccccn1)Nc1cc(S(=O)(=O)N2CCCCC2)ccc1Cl	i	-18	i	i	i	i	0	0	i	i	i
Cc1csc(NC(=O)CS(=O)(=O)c2ccccc2)n1	i	-5	i	i	i	i	-2	9	i	i	i
